# Screening data: PubChem BioAssay, several laboratories
# VIM-2 inh: inhibitors of Pseudomonas aeruginosa VIM-2 metallo-beta-lactamase; purified VIM-2, nitrocefin hydrolysis, epi-absorbance fluorescence; inhibition, % at 5.6 µM; hit rate 0.89% among 290,000; AID 1527;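 active = inhibition above the mean of all tested compounds plus 3 SD, cutoff set per screening run, cut at about 7.5% in these data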;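 note: red hydrolysis product quenches plate fluorescence so inhibitors raise well fluorescence; 0% = enzyme with DMSO and 100% = DMSO without enzyme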
# IMP-1 inh: blocks Pseudomonas aeruginosa IMP-1 metallo-beta-lactamase | inhibition, % at 5.6 µM | hit rate 0.45% among 290,000 | AID 1556 | purified IMP-1, nitrocefin hydrolysis, epi-absorbance fluorescence;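 active = inhibition above the mean plus 3 SD of all compounds in the same screening run, cut at about 4.5% in these data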;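 note: 0% = IMP-1 with DMSO and 100% = DMSO wells lacking enzyme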
#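 Material – recombinant IMP-1 enzyme, purified · Amount – IMP-1 0.2 nM before substrate addition · Medium – HEPES buffer pH 7.1 with ZnSO4 and Brij 35 · Timing – 25 °C, 15 min preincubation, 25 min reaction · Measured by – plate fluorescence quenching by hydrolysis product, ex 480/em 530 nm · Read-out – percent enzyme inhibition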
# PHOSPHO1 block: blocks human PHOSPHO1 phosphatase activity | inhibition, % at 13.3 µM | AID 1565 | Q8TCT1 | recombinant PHOSPHO1, absorbance phosphatase assay | hit rate 1.1% among 290,000; in the data active = inhibition above about 60%
# DNA FID counter: displaces DNA intercalator in HCV helicase counter-screen. AID 1845. hit rate 0.17% among 290,000. inhibition, % at 7.9 µM. DNA fluorescent intercalator displacement, fluorescence; in the data active = inhibition above about 37%;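 note: 0% = vehicle and 100% = reference compound; higher means more ethidium bromide displaced from hairpin DNA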
# V1R ag counter: counter-screen for oxytocin receptor agonists: human V1a receptor agonists; P37288; CHO-V1R cells, Fluo-8 calcium fluorescence, agonist mode; 0% DMSO, 100% 3 nM vasopressin; activation, % at 3 µM; hit rate 0.25% among 320,000; AID 2797;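 active = activation above the mean activation of all tested compounds plus 3 SD, per screening run, cut at about 20% in these data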;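 note: signal is peak over basal fluorescence ratio across a 100 second FLIPR read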
# Target sequence (P37288 whole entry, looked up): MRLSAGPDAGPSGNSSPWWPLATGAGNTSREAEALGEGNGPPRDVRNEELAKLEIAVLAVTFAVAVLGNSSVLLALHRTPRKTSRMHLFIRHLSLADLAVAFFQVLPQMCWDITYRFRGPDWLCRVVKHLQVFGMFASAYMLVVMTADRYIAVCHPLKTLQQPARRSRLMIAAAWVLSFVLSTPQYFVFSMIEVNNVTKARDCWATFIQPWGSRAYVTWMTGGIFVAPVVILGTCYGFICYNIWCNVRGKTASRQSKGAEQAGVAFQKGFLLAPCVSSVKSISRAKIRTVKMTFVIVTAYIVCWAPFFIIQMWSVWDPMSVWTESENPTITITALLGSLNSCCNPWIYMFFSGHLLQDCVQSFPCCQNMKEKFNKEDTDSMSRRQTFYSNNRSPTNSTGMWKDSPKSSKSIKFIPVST
# GPR7 antagonist: human neuropeptides B/W receptor 1 antagonism | P48145 | GPR7-expressing cells, fluorescence antagonist assay | inhibition, % at 4.4 µM | hit rate 1.1% among 290,000 | AID 1861; in the data active = inhibition above about 16%, passing the limit was not always enough;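 note: cells stimulated with the agonist NPW; 0% = agonist with vehicle and 100% = vehicle without agonist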
# NS3 helicase inh: inhibitors of Hepatitis C virus NS3 helicase; NS3 helicase DNA unwinding, Cy5 molecular beacon fluorescence; inhibition, % at 10.9 µM; hit rate 0.56% among 290,000; AID 1800;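 active = inhibition above the mean of all tested compounds plus 3 SD, set per campaign, cut at about 35% in these data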;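 note: 0% = DMSO wells and 100% = thioflavine S control wells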
#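 System: Hepatitis C virus NS3 helicase domain fragment enzyme | Reagent: Annealed dual-labelled DNA beacon duplex, ATP-started | Compound dosing: 10.9 µM single point, 0.8% DMSO | Incubation: 1 h reaction at 25 °C, ATP-initiated | Technique: Cy5 fluorescence | Evaluation: Percent inhibition from t60/t0 fluorescence ratio | Benchmarks: Low DMSO, high thioflavine S at 110 µM | Replication: Singlicate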
# GalR3 antag: blocks the human galanin receptor 3; O60755; HEK293 GalR3-CNG cAMP membrane potential fluorescence; galR3 body fused to GalR1 C-terminus; inhibition, % at 3 µM; hit rate 0.44% among 360,000; AID 651719;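 active = inhibition above the screen-wide average plus 3 SD, cut at about 13% in these data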;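 note: forskolin and galanin both at EC90 stimulate the cells; cAMP rise reported by CNG channel membrane potential dye signal; 0% = forskolin plus galanin with DMSO and 100% = forskolin alone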
# Target sequence (O60755 1-299 limits assumed): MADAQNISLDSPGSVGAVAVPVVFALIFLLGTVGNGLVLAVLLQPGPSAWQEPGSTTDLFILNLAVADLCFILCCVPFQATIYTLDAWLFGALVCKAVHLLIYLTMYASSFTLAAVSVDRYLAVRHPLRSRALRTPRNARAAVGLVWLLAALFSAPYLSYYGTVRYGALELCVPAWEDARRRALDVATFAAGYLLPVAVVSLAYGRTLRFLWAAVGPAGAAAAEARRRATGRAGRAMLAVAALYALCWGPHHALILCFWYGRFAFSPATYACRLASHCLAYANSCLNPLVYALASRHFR
# OXTR ag: agonists of human oxytocin receptor. AID 2435. P30559. activation, % at 3 µM. hit rate 0.32% among 320,000. CHO-OTR cells, Fluo-8 calcium fluorescence; normalized: DMSO 0%, oxytocin 100%;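 active = activation above the mean of all tested compounds plus 3 SD, cutoff set per screening run, cut at about 20% in these data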;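 note: peak over basal fluorescence ratio from a 100 s FLIPR kinetic read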
# Target sequence (P30559 whole entry, looked up): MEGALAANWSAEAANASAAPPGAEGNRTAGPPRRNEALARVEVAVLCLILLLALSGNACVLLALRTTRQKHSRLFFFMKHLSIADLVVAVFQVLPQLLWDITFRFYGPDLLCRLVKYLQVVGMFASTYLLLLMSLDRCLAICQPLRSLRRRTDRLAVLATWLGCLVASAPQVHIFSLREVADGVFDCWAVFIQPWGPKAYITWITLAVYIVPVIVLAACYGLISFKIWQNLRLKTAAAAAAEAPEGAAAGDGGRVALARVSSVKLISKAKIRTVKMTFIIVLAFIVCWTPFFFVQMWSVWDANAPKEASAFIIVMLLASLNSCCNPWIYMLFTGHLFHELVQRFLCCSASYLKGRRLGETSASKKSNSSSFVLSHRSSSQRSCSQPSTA
# * = called active by the depositor; / = not tested or not shown.
SMILES,VIM-2 inh,IMP-1 inh,PHOSPHO1 block,DNA FID counter,V1R ag counter,GPR7 antagonist,NS3 helicase inh,GalR3 antag,OXTR ag
CCCNC(=O)NC(=O)CN1C(=O)NC(C)(c2ccc3ccccc3c2)C1=O (stereo not given),-1.9,-2.4,4,-24,1.3,-1,-9,-2,-0.2
O=C(NCc1ccccn1)c1ccc(N2CCCC2=O)cc1,-1.7,-0.3,6,2,0.4,1,4,-2,-1.2
CCN1CCN(c2cc(C)c3cc(NC(=O)c4cc(OC)cc(OC)c4)ccc3n2)CC1,-3.3,-1.8,37,19,-1.0,-7,-60,-3,-0.5
Cc1nc(C(C)N(C)Cc2nc(Cc3ccccc3F)no2)c(C)s1 (stereo not given),-2.4,-1.8,4,-26,-0.2,-3,7,1,-0.2
COc1cc(CNC(C)(C)C)cc(Br)c1OCc1cccs1,-2.4,-3.1,6,16,0.5,-6,-13,-8,0.7
Cc1ccnc(-n2c(C)cc(C=O)c2C)c1,-1.7,-4.1,22,1,0.4,-5,4,-5,0.6
C=CCc1c(O)nc(SCC(=O)c2ccccc2)[nH]c1=O,0.2,2.4,16,1,-0.3,-1,0,-3,0.9
CC1CCN(C(=O)CN(C2CCCCC2)S(C)(=O)=O)CC1,-3.1,-4.6,-8,0,-0.6,-10,14,-1,-0.1
CCOC(=O)C(=CNc1cscc1S(=O)(=O)C(C)C)C(=O)OCC,-0.6,-3.3,37,-15,0.9,-14,5,-4,-1.9
O=P(OC1CCCCC1)(OC1CCCCC1)C(Nc1ccccc1)c1cccnc1 (stereo not given),-0.9,-2.0,36,-50,-0.7,32*,-8,-3,-2.3
O=C(O)/C=C/c1cn(-c2ccccc2)nc1-c1ccc2c(c1)OCCO2,-1.7,-1.8,16,-33,3.3,-2,12,-6,0.3
CCOC(=O)C(CCC(C)=O)C(=O)c1ccccc1 (stereo not given),-0.9,-4.0,-19,-5,0.3,-2,2,-7,0.3
CN1OC2C(=O)N(c3ccccc3)C(=O)C2C1c1ccc(F)cc1 (stereo not given),-0.3,2.2,14,-3,-1.1,-9,4,-8,-1.1
CSc1nc2c(c(=O)[nH]1)C(c1cccs1)C1=C(CCCC1=O)N2 (stereo not given),-2.3,-3.3,33,-3,0.5,1,10,-2,0.1
Cc1cc(C)n2nc(SCC(=O)N(C)c3c(N)n(Cc4ccccc4)c(=O)[nH]c3=O)nc2n1,-2.5,-1.1,-18,-2,7.9,-13,9,/,0.9
Cc1ccc(N2CC(C(=O)O)CC2=O)cc1 (stereo not given),-0.7,0.4,20,2,1.0,6,-33,2,-0.3
CCOC(=O)c1ccc(C(=O)OCC)nc1,0.5,1.6,-8,0,1.3,6,-4,-3,2.9
Cc1cccc(Nc2nc(NCc3ccco3)c3ccccc3n2)c1,0.5,-2.6,15,18,2.4,13,-73,45*,0.8
O=C(NCc1ccccc1)NC1(C(=O)N2CCN(c3ncccn3)CC2)CCCCC1,-4.3,-3.3,20,-6,1.0,-4,-2,1,0.6
COc1ccc(S(=O)(=O)Nc2cc3c4c(oc3c3ccccc23)CC(C)(C)CC4=O)cc1,-1.6,-2.0,28,-14,0.5,-6,-28,-2,-0.7
Cc1ccc(S(=O)(=O)NC(CC(=O)NCc2ccco2)c2ccco2)cc1 (stereo not given),-1.5,-2.3,14,-2,1.3,-7,-3,-3,-1.1
COCCNC(=O)/C(C#N)=C/c1ccc2c(c1)OCO2,3.6,2.2,20,7,0.9,21,-5,-1,1.6
N#Cc1cc(Cl)c(NCC2CCCO2)cc1C#N (stereo not given),0.5,0.5,19,-4,4.2,-3,7,-1,0.3
CC(C)CNC(=O)C1CCN(S(=O)(=O)c2ccc(-n3cnnn3)cc2)CC1,-1.9,-2.2,14,-4,0.3,-7,-2,-8,0.6
Cc1ccc(NC(=O)CCC(=O)NNC(=O)Cc2ccccc2)cc1C,0.0,-1.5,32,-3,0.8,-6,2,-1,0.3

# Remaining list, next part.
SMILES,VIM-2 inh,IMP-1 inh,PHOSPHO1 block,DNA FID counter,V1R ag counter,GPR7 antagonist,NS3 helicase inh,GalR3 antag,OXTR ag
CCCCOC(=O)Nc1nc(CC(=O)OCC)cs1,-2.0,-1.8,9,-10,0.8,-7,1,-1,-0.2
Cc1ccc(C(=O)CC(SCC(=O)O)c2ccc([N+](=O)[O-])cc2)cc1 (stereo not given),-2.2,-2.0,21,6,-0.8,6,-9,4,-2.3
CC1(C)CC(NC(=O)Nc2ccc([N+](=O)[O-])cc2)CC(C)(C)N1,-2.0,-0.8,-10,16,0.7,-11,8,-6,2.3
COc1cccc(/C=N/NC(=O)c2ccc(COc3ccc(Cl)cc3Cl)o2)c1,-5.2,-2.2,19,2,1.3,2,-1,-5,0.6
Cc1ccc(C(=O)NCc2ccc(Cl)c(Cl)c2)o1,-2.9,-6.8,-11,-7,-0.5,-4,9,-3,-2.8
Nc1ccccc1-n1cccc1,-1.8,-0.4,43,-3,0.0,-5,-1,6,-0.8
OCC1(CCc2ccccc2)CCN(Cc2cnc(N3CCCC3)s2)CC1,-1.5,-2.1,14,21,-0.3,-12,3,-2,1.1
N/C(=N\OC(=O)CCC(=O)O)c1ncc(C(F)(F)F)cc1Cl,0.9,0.5,24,3,1.2,-5,-13,4,-0.5
O=S(=O)(c1ccccc1)N1CCN(c2nc3ccccc3s2)CC1,-1.4,-1.9,8,-2,-0.1,-6,2,-1,-0.3
Cc1ccc(S(=O)(=O)N2CCC(=O)N(CCOC(=O)Nc3ccc(C)c(C)c3)CC2)cc1,-2.2,0.1,8,-39,6.3,-1,-7,-11,7.3
O=C(CCCN1C(=O)c2ccccc2C1=O)N1CCOCC1,-0.7,-3.3,-7,0,0.0,-15,-8,-6,-0.6
Cc1c(C)c2ccc(OCC(=O)NCc3ccccn3)cc2oc1=O,2.1,-1.9,-10,-19,0.3,-4,7,-1,-0.6
Cc1ccccc1OC(=O)Cn1c(C(F)(F)F)nc2ccccc21,-1.6,3.4,14,-20,3.0,-3,29,0,2.9
CCCCCC1CCC(C(=O)N2CCOCC2)CC1 (stereo not given),-0.9,1.6,10,-33,-0.9,-16,-3,0,-1.5
CCCCNC(=O)Cn1cnc([N+](=O)[O-])n1,-4.6,-1.7,50,3,0.1,-2,4,-5,0.0
NS(=O)(=O)c1ccc(CNC(=O)C2CCCCC2)cc1,-4.3,-3.7,-10,2,0.8,-6,2,4,0.5
COc1cccc(/C=N/Nc2nc(N3CCCC3)nc(N3CCCC3)n2)c1O,-4.9,-2.5,24,-27,0.5,-5,-16,-6,-2.0
Nc1c(S(=O)(=O)c2cccs2)c2nc3ccccc3nc2n1Cc1ccc2c(c1)OCO2,-1.9,-2.4,21,-4,3.1,17,-10,-15,3.3
Cc1ccc(S(=O)(=O)N2CCCNCC2)cc1,-1.4,-2.8,36,-3,-0.1,-5,7,-10,0.1
CNc1nc(Nc2ccc(C)c(Cl)c2)c2cnn(C)c2n1,1.9,-1.3,32,-1,-0.9,-2,8,-7,-0.2
Cc1c(C(=O)N2CCCCCC2)c(S(=O)(=O)Nc2cccc(F)c2)c(C)n1C,1.9,-2.4,19,-24,-0.2,-8,3,3,-1.1
CCOc1c(Br)cc(/C=C(\C#N)C(=O)NC2CC2)cc1OC,-2.1,0.1,4,-15,0.4,24*,20,-2,-0.7
C/C(=N\NC(N)=S)c1ccc2c(c1)OCCO2,-3.8,-2.6,34,-6,-0.5,-8,-9,-3,-0.3
CC(=O)Oc1ccc(C(=O)Nc2cccc3c2CCCC3)cc1,-1.0,-2.6,24,-18,1.2,-3,-8,-10,0.3
CCCC1=C(C(=O)OCC)C(c2cccnc2)n2nc(C)nc2N1 (stereo not given),-1.6,-4.4,46,-10,-1.4,-12,-2,-3,-0.1

# Later entries:
SMILES,VIM-2 inh,IMP-1 inh,PHOSPHO1 block,DNA FID counter,V1R ag counter,GPR7 antagonist,NS3 helicase inh,GalR3 antag,OXTR ag
COC(=O)c1ccccc1N(Cc1ccccc1)S(C)(=O)=O,-1.1,-1.2,1,-2,0.2,-7,-4,-2,-0.1
CCOC(=O)COc1c(OC)cc(Cl)cc1C1Nc2ccccc2C(=O)N1c1ccccc1 (stereo not given),-4.5,2.0,26,-36,-1.1,-7,-10,-8,-1.4
O=C(CCCN1C(=O)/C(=C\c2cccs2)SC1=S)Nc1ccccn1,-0.4,-2.0,-17,-1,-0.6,-3,3,0,-0.7
Cc1ccc(C)c(NC(=S)NC(NC(=O)OCc2ccccc2)C(Cl)(Cl)Cl)c1 (stereo not given),0.1,-1.8,-30,-17,2.4,0,18,-11,0.7
O=C(Nc1ccccc1)c1cn2ccccc2n1,1.0,-0.6,33,-8,1.5,14,14,-5,0.0
O=C(NCCN1CCOCC1)c1ccc2c(c1)N(Cc1ccc(Cl)cc1)C(=O)CS2,-1.3,-5.2,12,2,1.1,0,-12,-10,1.3
COCCCNC(=O)c1ccc(CNS(=O)(=O)c2ccc(NC(C)=O)cc2)cc1,-3.2,-1.9,-10,-3,2.7,1,5,8,1.7
COCCn1c(=O)c2c(nc3n2CCCN3CCc2ccccc2)n(C)c1=O,-3.2,-3.3,18,-32,0.0,-7,-13,-9,0.8
c1ccc(-c2onc3cc4c(cc23)OCCO4)cc1,0.4,-1.0,15,-11,-0.2,-5,-4,-2,0.7
COc1cc2c(C(=O)N(C)c3cc(Cl)ccc3OC)cn(C)c(=O)c2cc1OC,-0.3,-3.5,/,-39,2.3,-21,-1,-11,-0.4
C/C(CC(=O)NC(C)(C)C)=N\NC(N)=S,-3.3,-1.9,27,-2,2.1,-16,-6,-2,-0.7
C=CCSc1nnc(NC(=O)CSc2nc(CCC)cc(=O)[nH]2)s1,-1.5,-2.3,3,-14,4.2,-5,0,-4,2.6
Cc1nn(-c2ccccc2Cl)c2sc(C(=O)Nc3nnc(C4CC4)s3)cc12,-0.6,-5.1,-8,1,1.1,0,0,-2,0.4
COC(=O)C(C)N(C(=O)c1ccc(Cl)cc1)c1c(C)cccc1C (stereo not given),-2.6,-7.1,2,-37,-1.8,3,-4,-8,-1.6
CC(=O)c1ccc(N2CCN(c3ncccn3)CC2)cc1,0.6,-1.8,7,-14,1.2,5,-6,-9,0.4
O=C(c1cnccn1)N1CCCC(N2CCN(c3cccc(Cl)c3)CC2)C1 (stereo not given),-2.5,0.6,37,-14,0.0,-13,-5,-3,-0.5
CC(C)(C)CC(=O)Nc1nnc(SCC(=O)Nc2ccccc2F)s1,-1.5,-1.9,-12,-2,0.2,20,4,-10,-0.8
CCOc1ccc(NC(=O)c2ccc(OC)cc2)cc1,-4.5,-2.2,17,-4,0.4,-6,-10,3,0.0

# An excerpt of these results, with two lines to a compound:
# Fields – VIM-2 inh | IMP-1 inh | PHOSPHO1 block | DNA FID counter | V1R ag counter | GPR7 antagonist | NS3 helicase inh | GalR3 antag | OXTR ag
CCOC(=O)c1ccc(C(=O)OCC)nc1
    0.5 | 1.6 | -8 | 0 | 1.3 | 6 | -4 | -3 | 2.9
Cc1cccc(Nc2nc(NCc3ccco3)c3ccccc3n2)c1
    0.5 | -2.6 | 15 | 18 | 2.4 | 13 | -73 | 45* | 0.8

# Random draw from the library; any-hit rate near 4.3%.
